TTR transcr act = activators of transthyretin transcription; SH-SY5Y TTR promoter Gaussia luciferase, luminescence; 100% = recombinant luciferase protein wells; activation, % at 16.7 µM; 92,000 tested, 1.3% active; AID 1117267;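 active = activation above the mean of all tested compounds plus 3 SD, cut at about 9.5% in these data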;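 also: cells exposed to compounds for one day before reading; 0% = median of all test compound wells on the plate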
Numbers without * were called inactive. Only part of the results is shown; count on the stated rates, not on these rows.

| SMILES | TTR transcr act |
| --- | --- |
| CCn1c(NC(=O)c2cccc(Cn3cc(Cl)cn3)c2)nc2ccccc21 | -3.7 |
| CN(C(=O)c1cccc(NC(=O)Cc2ccc(NC(=O)C3CCN(C(=O)C4CCCCC4)CC3)cc2)c1)C1CCCC1 | -4.7 |
| Cc1nc2ccccn2c1C(=O)NNS(=O)(=O)c1ccc(C(C)(C)C)cc1 | -2.8 |
| Cc1ccc(S(=O)(=O)N(CC(=O)N/N=C/c2ccco2)c2cc(Cl)cc(Cl)c2)cc1 | -2.6 |
| Cc1occc1C(=O)N1CCN(S(=O)(=O)c2ccc(F)cc2)CC1 | -1.5 |
| Clc1ccc(-c2nn3c(-c4ccccc4)nnc3s2)cc1 | 3.2 |
| O=C(Nc1cccc(C(F)(F)F)c1)c1ccc2sc([C@H]3C[C@H](O)[C@@H](CO)O3)nc2c1 | -4.1 |
| O=C(Nc1ncc(Cc2cccc(C(F)(F)F)c2)s1)C1CCCO1 (stereo not drawn) | -0.5 |
| O=C(NNC1=NS(=O)(=O)c2ccccc21)c1ccc(Cl)cc1 | -3.1 |
| O=C(N(c1ccccc1)c1ccccc1)N(c1ccccc1)c1ccccc1 | 0.2 |
| CC(C)(C)OC(=O)N1CCCC(C(=O)CC#N)C1 (stereo not drawn) | -0.5 |
| O=C(CN(Cc1ccccc1)C(=O)c1csnn1)NCc1ccccc1 | 0.3 |
| O=C(Nc1ccc2c(c1)CCC2)Nc1ccc2c(c1)OCO2 | -3.2 |
| O=C(Nc1cccc(Oc2ccc(C(=O)O)c(C(=O)O)c2)c1)c1ccc(-c2ccccc2)cc1 | -2.9 |
| Cc1cc(=O)n2nc(N3CCC(C(=O)NCc4cccc(Br)c4)CC3)sc2n1 | 2.9 |
| CC1=C(C(=O)N(C(C)C)C(C)C)CC(CC(=O)NC(c2ccccc2)c2ccccc2)C(=O)N1Cc1ccc(F)cc1 (stereo not drawn) | -0.2 |
| C[C@H](CO)N1C[C@H](C)[C@@H](CN(C)C(=O)Nc2ccc(C(F)(F)F)cc2)Oc2ccc(NS(=O)(=O)c3cn(C)cn3)cc2C1=O | 1.5 |
| CCC(C)NC(=O)C1CCN(S(=O)(=O)N2CCC3(CC2)OCCO3)CC1 (stereo not drawn) | 0.1 |
| Cc1ccc(CN2CC(N3CCN(Cc4cccc(C)c4)CC3)CS2(=O)=O)cc1 (stereo not drawn) | 0.0 |
| CCc1c(O)nc(SCC(=O)Nc2ccccc2OC)n(-c2ccccc2C)c1=O | 4.0 |
| C=CCN1C(=O)[C@@H](CC(=O)NCCCOCCCC)[C@]2(C(=O)OC)CCCCC=C12 | 2.0 |
| O=C(NCc1ccccc1)c1ccc2nc(-c3ccco3)c(-c3ccco3)nc2c1 | -1.7 |
| CCOc1ccc(-c2cc(C(=O)NN=C3CCN(C)CC3)[nH]n2)cc1 | 5.5 |
| Cn1ccc2c(-c3cccnc3)cc3c(c21)C1CCC3C1 (stereo not drawn) | 0.9 |
| NS(=O)(=O)c1ccc(NNC(=O)c2ccc(F)cc2F)cc1 | 1.1 |
| Cn1c2ccccc2c(=O)c2c(=O)n(Cc3cccc4ccccc34)cnc21 | 1.9 |
| O=C(O)c1c(C(=O)N2N=C3/C(=C/c4ccccc4)CCCC3C2c2ccccc2)cccc1[N+](=O)[O-] (stereo not drawn) | 0.8 |
| CCOC(=O)[C@]12CCCC=C1N(CCCOC)C(=O)[C@@H]2CC(=O)N1CCC(c2ccccc2)CC1 | 0.2 |
| COCCCn1c(=S)[nH]c2ccc(N3CCOCC3)cc2c1=O | 1.8 |
| COc1ccc(Cc2nc3ccc(C(=O)NCCSC)cc3o2)cc1 | 3.3 |
| CNc1cncc(C(=O)O)c1 | 1.1 |
| CCOCCCNC(=S)N1CCN(Cc2ccc3c(c2)OCO3)CC1 | -0.2 |
| Cc1cccc(NC(=O)CCc2ccc(N3C(N)=NC(N)=NC3(C)C)cc2)c1 | 0.9 |
| O=C(COC(=O)CSc1ccc(Cl)cc1)Nc1ccccc1 | 3.8 |
| CC1=[N+](C)N(c2ccccc2)C(=O)C1N=Cc1c(Cl)cccc1Cl (stereo not drawn) | 3.4 |
| CCCCC1CC(=O)NC1(C(=O)OCC)C(=O)OCC (stereo not drawn) | -0.8 |
| N#C/C(=C\c1ccco1)C(=O)Nc1cccc2ncccc12 | 3.1 |
| N/C(Cc1cccs1)=N\OC(=O)COc1ccccc1 | -1.5 |
| CCOc1ccc2nc(SCc3cccc(C)c3)nc(C)c2c1 | 0.8 |
| O=C(CCc1nc2ccccc2c(=O)[nH]1)Nc1cc(Cl)ccc1N1CCCCC1 | -0.9 |
| O=C(/C=C/c1ccc(F)cc1)NNC(=O)CCN1CCN(Cc2ccccc2)CC1 | 0.3 |
| CCOC(=O)CCn1nnc(N)n1 | 1.3 |
| CCCc1cc(=O)[nH]c(SCc2csc(-c3ccccc3)n2)n1 | -1.1 |
| COc1ccc(N(Cc2cc3cc(OC)ccc3[nH]c2=O)S(C)(=O)=O)cc1 | 3.4 |
| CCNC(=O)C1(C)CCN(C(=O)c2ccc(OC(F)F)cc2)C1 (stereo not drawn) | -0.1 |
| COCCN1C(=O)CCC1(C)C(=O)Nc1ccc2ccccc2c1 (stereo not drawn) | -0.8 |
| CCOC(=O)c1cnc2ccccc2c1NCc1ccco1 | 4.2 |
| Nc1[nH]c(C(=O)c2ccccc2)c(-c2ccc(Br)cc2)c1C(=O)NC1CC1 | 2.9 |
| COc1cccc(C2=NOC(C(=O)Nc3ccc(OC)c(OC)c3)C2)c1 (stereo not drawn) | 3.0 |
| Cc1c(C(=O)Nc2ccc(C(=O)Nc3ccccc3)cc2)cccc1[N+](=O)[O-] | -1.4 |
| COc1ccc2[nH]c(C)c(CCNC(=S)Nc3ccc(C)cc3)c2c1 | 5.0 |
| CS(=O)(=O)c1cccc(S(=O)(=O)N2CCN(c3ccccn3)CC2)c1 | -0.8 |
| COn1c(SCc2cccnc2)nc2ccccc2c1=O | -0.9 |
| CCN(CC)c1ccc(/C=C2\CCC(/C=N/NC(=O)c3ccc(=O)n(C)c3)=C2N2CCOCC2)cc1 | 0.2 |
| CCN(c1ccccc1)S(=O)(=O)c1nnc(NC(=O)c2ccccc2OC)s1 | -1.3 |
| CCCc1cc(=O)oc2c(C)c(OCC(=O)NCCCn3ccnc3)ccc12 | 5.8 |
| COC(=O)c1ccc(-c2ccc(OC)c([C@H]3[C@H]4C=CC[C@@H](C)[C@@H]4C(=O)N3Cc3ccccc3)c2)cc1 | 1.3 |
| CC(C)NC(=O)c1onc(CSc2ccc(F)cc2)c1C(=O)O | 2.5 |
| CC(CCc1ccccc1)NC(=O)C1CCN(c2nnc(-n3cccc3)s2)CC1 (stereo not drawn) | -1.9 |
| COc1cc(C)nc(N2CCC(C(=O)NC3CCCCC3)CC2)n1 | -1.0 |

Going on with the list.
| SMILES | TTR transcr act |
| --- | --- |
| CSc1cccc(NC(=S)N(Cc2ccccc2)Cc2ccccn2)c1 | 0.4 |
| CCc1cc(C(=O)c2ccc(OC)cc2)c(NC(=O)COCC(=O)O)s1 | 1.0 |
| Cc1ccc2sc(NC(=O)CN3C(=O)CCC3=O)nc2c1C | 0.1 |
| COC(=O)c1cc(Cl)c(NC(=O)c2ccc(F)cc2)cc1OC | -0.2 |
| CC1CCCC(C)N1C(=O)CN1CCN(c2nc(-c3ccc(F)cc3)cs2)CC1 (stereo not drawn) | -3.3 |
| Cc1cccc(C(=O)NC(=S)NNC(=O)c2cccs2)c1 | -2.3 |
| Cn1cnnc1SCC(=O)Nc1ccc(OCc2ccccc2)cc1 | -1.2 |
| CCc1nnc(NC(=O)Nc2ccc(Cl)cc2)s1 | -1.7 |
| CC1CCN(c2ccc3nnc(CCC(=O)NCc4ccco4)n3n2)CC1 | 0.7 |
| Cc1n[nH]c(C)c1S(=O)(=O)N1CCc2ccccc21 | 4.4 |
| COc1cc(C(=O)NNC(=O)C2CC=CCC2C(=O)O)cc(OC)c1OC (stereo not drawn) | -1.6 |
| CCOC(=O)c1ccccc1NC(=O)CN(c1ccccc1OCC)S(C)(=O)=O | -1.1 |
| O=C(NCc1ccccc1)C(c1ccccc1)n1c(-c2ccncc2)nc2ccccc21 (stereo not drawn) | 0.7 |
| O=C(O)c1cnc2[nH]c3ccccc3n2c1=O | 0.6 |
| CCc1ccccc1NC(=O)CN(C)C(=O)CSc1nnc(Nc2cccc(C)c2)s1 | 0.6 |
| CSc1nnc(-c2ccncc2)n1CCCN1CCCC1=O | 0.8 |
| O=C(NCc1n[nH]c(=S)n1-c1ccc(Br)cc1)c1ccc(S(=O)(=O)N2CCCC2)cc1 | 0.0 |
| COc1cccc(/C=C/C(=O)c2c(O)cc(C)oc2=O)c1O | -0.6 |
| CC(C)NC(=O)C1(C)CSCC(=O)N1CCOc1ccccc1 (stereo not drawn) | -0.7 |
| Cc1ccc(-c2nc3ccccn3c2C=O)cc1 | 4.6 |
| O=C(Nc1ccccc1)C1=C[C@@H](c2csc3ccccc23)C[C@@H](OCc2ccc(CO)cc2)O1 | -1.1 |
| CCN(c1ccccc1)S(=O)(=O)c1c(C)noc1C | -0.3 |
| CC1=NNC(=O)C1CCC(=O)N/N=C/c1ccc(Cl)cc1Cl (stereo not drawn) | -1.9 |
| Cc1nc2ncnn2c(C)c1CCC(=O)N1CC(C)CC(C)C1 (stereo not drawn) | 2.6 |
| COc1cc(NC(=S)N2CCN(C)CC2)c(OC)cc1Cl | -0.2 |
| O=C(COc1ccc(Cl)cc1Br)Nc1cccc(S(=O)(=O)N2CCCC2)c1 | 0.1 |
| CC1(C)Oc2ccc3ccc(=O)oc3c2-c2cn[nH]c21 | 10* |
| S=C(NCC1CCCO1)Nc1ccccc1Cl (stereo not drawn) | -0.7 |
| COc1ccc(NC(=O)C(=O)NCC(=O)Nc2cc(OC)ccc2OC)cc1 | -0.4 |
| Fc1ccc(/C=N/Nc2ccccn2)cc1 | 0.2 |
| CCCc1c(NC(=O)Nc2ccc(Cl)cc2Cl)cnn1-c1ccccc1 | 0.7 |
| Nc1nc(Nc2ccccc2)sc1C(=O)c1ccccc1 | -2.7 |
| O=C(COc1cccc(Cl)c1Cl)Nc1ccc2c(c1)CCC2 | 0.8 |
| CC(C)NC(=O)NC(=O)CSc1ccc(S(=O)(=O)N2CCCC2)cn1 | -0.6 |
| CCOC(=O)NNc1ccc(C(F)(F)F)cn1 | 1.0 |
| CC(C)C(Nc1ncnc2c1oc1ccccc12)C(=O)O (stereo not drawn) | 1.4 |
| O=c1c2ccccc2sn1-c1ccc(Cl)cc1Cl | -0.3 |
| O=C(c1ccc(CS(=O)Cc2ccc(Cl)cc2)o1)N1CCN(c2ccccn2)CC1 (stereo not drawn) | -2.0 |
| CCn1c(COc2ccc(=O)n(-c3ccccc3)n2)nnc1SC | -1.0 |
| O=C(COC(=O)Cc1ccccc1F)Nc1ccc2c(c1)OCCO2 | 0.8 |
| CCOc1ccc(CCNC(=O)C2CCC(=O)N2CCc2ccccc2)cc1OCC (stereo not drawn) | 1.2 |
| CCOC(=O)C(=CNc1cc(C)nn1-c1ccccc1)C(=O)OCC | -1.9 |
| CCN1CCCC1CNC(=O)CN1C(=O)COc2ccc(C)cc21 (stereo not drawn) | -0.4 |
| Cc1sc2ccccc2[n+]1CC(=O)O | 2.1 |
| CCCCC(=O)Nc1cccc(C(C)O)c1 (stereo not drawn) | 5.2 |
| Cc1cc(N2CCC(C)CC2)nc(-n2nc(C)cc2C)n1 | -6.8 |
| O=C(Nc1cccc(S(=O)(=O)N2CCOCC2)c1)c1ccccc1[N+](=O)[O-] | 1.3 |
| CC1(C)Cc2cccc(OCC(=O)NCc3ccccc3F)c2O1 | 1.6 |
| COC(=O)c1ccc(CN2CCC(CO)(Cc3cccc(OC)c3)CC2)cc1 | 0.7 |
| CC(=O)c1c(C)[nH]c(C(=O)O)c1C | 1.0 |
| CCC(C)NC(=O)c1n[nH]c(=O)c2ccccc12 (stereo not drawn) | 2.1 |
| CCOc1ccc(S(=O)(=O)NCCC(=O)NC2CCCCC2)cc1 | 2.9 |
| Cc1ccc(S(=O)(=O)Oc2ccc(C3C4=C(CCCC4=O)OC4=C3C(=O)CCC4)cc2)cc1 | -2.1 |
| CCc1ccc(CCC(=O)Nc2ccc(S(N)(=O)=O)cc2)o1 | -1.3 |
| CC1CN(c2nc(Nc3ccccc3)nc(N)c2[N+](=O)[O-])CC(C)O1 (stereo not drawn) | -0.9 |
| CC(C)C(C(=O)NCC1CCCO1)N(Cc1cccs1)C(=O)CNS(=O)(=O)c1ccccc1 (stereo not drawn) | 0.1 |
| Cc1ccnc(NS(=O)(=O)c2ccc(NC(=O)c3ccc(S(=O)(=O)N4CCOCC4)cc3)cc2)n1 | -1.0 |
| COc1ccc(C(C)NC(=O)C23CC4CC(CC(C4)C2)C3)cc1 (stereo not drawn) | 0.6 |
| CS(=O)(=O)N1Cc2cc(C(=O)NCC3CC3)nc(-c3cccc(-c4cccnc4)c3)c2[C@H]1CCO | -1.7 |
| O=C(c1cc(=O)[nH]c2ccccc12)N1CCN(c2ccccc2)CC1 | 0.5 |

Among those listed so far, two have a cyano group.
| SMILES | TTR transcr act |
| --- | --- |
| CC(C)(C)OC(=O)N1CCCC(C(=O)CC#N)C1 (stereo not drawn) | -0.5 |
| N#C/C(=C\c1ccco1)C(=O)Nc1cccc2ncccc12 | 3.1 |

Other results follow.
| SMILES | TTR transcr act |
| --- | --- |
| CC1CCCCC1NC(=O)COc1ccc(-n2cnnn2)cc1 (stereo not drawn) | 3.7 |
| O=C(Cc1ccccc1)NN=Cc1ccccc1 | 3.2 |
| O=C(CCCn1c(=O)c2ccccc2n(CC(=O)N2CCN(c3ccccc3)CC2)c1=O)NCc1ccco1 | 0.3 |
| Cc1sc2ncn(CC(=O)NCc3ccccn3)c(=O)c2c1S(=O)(=O)N1CCOCC1 | 1.8 |
| CC(C)OC(=O)/C(C#N)=C/c1cn(Cc2ccccc2)c2ccccc12 | 1.8 |
| CCOc1ccccc1NC1=C(Cl)C(=O)N(c2ccccc2)C1=O | -1.8 |

4 entries from above in another layout.
O=C(Cc1ccccc1)NN=Cc1ccccc1
  TTR transcr act: 3.2
O=C(CCCn1c(=O)c2ccccc2n(CC(=O)N2CCN(c3ccccc3)CC2)c1=O)NCc1ccco1
  TTR transcr act: 0.3
Cc1sc2ncn(CC(=O)NCc3ccccn3)c(=O)c2c1S(=O)(=O)N1CCOCC1
  TTR transcr act: 1.8
CC(C)OC(=O)/C(C#N)=C/c1cn(Cc2ccccc2)c2ccccc12
  TTR transcr act: 1.8
